FLuc inh – inhibitors of firefly (Photinus pyralis) luciferase; P08659; purified P. pyralis luciferase, luminescence, biochemical; Potency, µM (highest dose often 115 µM), for inactives: at the top dose activity change, negative = inhibition, actives largely listed as inhibitors; 2.5% of 76,000 active; AID 1347043; note: potency is the fitted concentration of half-maximal effect; nearly all actives have a fitted effect of over 65% in size
Target sequence (P08659 whole entry, looked up): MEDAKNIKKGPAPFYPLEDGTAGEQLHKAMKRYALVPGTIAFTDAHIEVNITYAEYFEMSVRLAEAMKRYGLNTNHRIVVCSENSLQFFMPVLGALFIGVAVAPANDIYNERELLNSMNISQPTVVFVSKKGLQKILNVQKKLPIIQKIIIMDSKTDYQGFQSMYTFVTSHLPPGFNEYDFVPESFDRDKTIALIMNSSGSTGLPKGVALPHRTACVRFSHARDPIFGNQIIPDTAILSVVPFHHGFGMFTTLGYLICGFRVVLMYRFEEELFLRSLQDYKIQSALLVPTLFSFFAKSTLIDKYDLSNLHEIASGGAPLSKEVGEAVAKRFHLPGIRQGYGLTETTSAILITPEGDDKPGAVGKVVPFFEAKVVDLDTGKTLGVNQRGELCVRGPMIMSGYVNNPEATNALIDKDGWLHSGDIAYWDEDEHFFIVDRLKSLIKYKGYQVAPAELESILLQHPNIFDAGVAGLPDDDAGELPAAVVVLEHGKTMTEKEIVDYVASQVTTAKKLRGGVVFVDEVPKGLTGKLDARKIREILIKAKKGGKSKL
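Cell-free enzyme assay, 10nM P. pyralis luciferase, luciferin and ATP each at 10uM. Inhibition profiled over a 6-point titration, read as luminescence.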
3T3 cytotox – cytotoxic compounds in NIH 3T3 cells; NIH 3T3 viability, CellTiter-Glo ATP luminescence, 48-72 h; Potency, µM (series often up to 96.7 µM), for inactives: top-dose activity change, negative = cytotoxicity, actives largely listed as inhibitors; 4.3% of 94,000 active; note: potency is the fitted concentration of half-maximal effect; nearly all actives have a fitted effect of over 55% in size
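ATP-dependent luminescence (CellTiter-Glo) served as the viability signal for NIH 3T3 cells treated with compound for 48 or 72 hr at 37 °C.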
HEK cytotox – cytotoxic compounds in HEK 293 cells | HEK 293 viability, ATP luminescence (CellTiter-Glo), 48-72 h | AID 1345083 | Potency, µM (titrated, usually from 115 µM), without a hit: at the top dose activity change, negative = cytotoxicity, hits mostly inhibitors | 6.6% of 94,000 active; note: potency is the fitted concentration of half-maximal effect; nearly all actives have a fitted effect of over 60% in size
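Pintool-delivered compounds were incubated with HEK 293 cells (250 cells/well) at 37 degree Celsius for 48 or 72 hr. ATP-dependent luminescence (CellTiter-Glo) then reported remaining viable cells.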
GPT2 inh – inhibitors of human GPT2 alanine aminotransferase. Q8TD30. Potency, µM (doses to about 57.7 µM), inactives show at the highest dose activity change, negative = inhibition, hits mostly inhibitors. 0.25% of 100,000 active. Recombinant GPT2, coupled pyruvate oxidase/HRP Amplex Red fluorescence; note: potency is the fitted concentration of half-maximal effect; nearly all actives have a fitted effect of over 60% in size; many of its hits are not listed in these tables
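Inhibition is scored from Amplex Red fluorescence generated when pyruvate oxidase and HRP act on pyruvate released by GPT2. Reactions contain 10ng/uL enzyme, 250uM a-KG and 2mM L-alanine and run 30 min at room temperature.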
SNCA expr inh – inhibitors of alpha-synuclein (SNCA) gene expression | AID 1671194 | Potency, µM (highest dose often 57.2 µM), without a hit: at the top dose activity change, negative = inhibition, hits mostly inhibitors | 0.17% of 140,000 active | HEK-293 SNCA-luciferase knock-in, luminescence, 24 h;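 note: potency is the fitted concentration of half-maximal effect; plate controls were DMSO cells for no effect and cell-free wells for full effect; nearly all actives have a fitted effect of over 45% in size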
IP6K1 inh – inhibitors of human IP6K1; Q92551; IP6K1 kinase, ADP-Glo luminescence, 2 h; hits give low values; activity change, % (series mostly up to about 58 µM); 0.81% of 140,000 active; in the data active = activity change below about -25%
Target sequence (Q92551 whole entry, looked up): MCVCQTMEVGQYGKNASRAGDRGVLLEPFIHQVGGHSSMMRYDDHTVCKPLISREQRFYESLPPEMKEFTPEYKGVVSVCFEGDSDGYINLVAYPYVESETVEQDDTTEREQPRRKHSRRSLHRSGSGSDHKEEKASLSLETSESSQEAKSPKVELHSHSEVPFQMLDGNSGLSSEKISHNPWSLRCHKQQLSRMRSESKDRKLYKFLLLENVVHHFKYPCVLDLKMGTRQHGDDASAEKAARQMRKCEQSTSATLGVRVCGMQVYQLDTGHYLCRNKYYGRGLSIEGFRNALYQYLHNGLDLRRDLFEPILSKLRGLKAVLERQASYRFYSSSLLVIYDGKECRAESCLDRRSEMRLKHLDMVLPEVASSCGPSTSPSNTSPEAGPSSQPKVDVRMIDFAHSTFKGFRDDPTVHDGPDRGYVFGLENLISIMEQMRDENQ
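ADP-Glo luminescence measures ADP made by human IP6K1 during a 2 h RT reaction with ATP/IP6 (mix at 1.3 mM/130 uM); top library doses 57.5 and 19.1 uM final.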
SNCA viab count – reduces viability of HEK-293 SNCA reporter cells; 0.12% of 150,000 active; AID 1671193; Potency, µM (series often up to 57.1 µM), inactives show top-dose activity change, negative = cytotoxicity, most hits filed as cytotoxic; HEK-293-SNCA-luc viability, GF-AFC fluorescence, 24 h;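 note: potency is the fitted concentration of half-maximal effect; 0% = DMSO-treated cells and -100% = medium-only wells without cells; nearly all actives have a fitted effect of over 30% in size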
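HEK-293-SNCA-luc cells (1500/well) plated 24 h, then exposed 24 h to a dilution series; GF-AFC added 30 min at 37C, fluorescence 405/540 nm; normalised to medium-only and DMSO wells, Hill fit.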
Starred values were filed as active, the others as inactive; i = inactive; ? = inconclusive; nt = not tested or not shown; & = joins results of further samples; [ ] = another dose, or the depositor's remark. Unless noted, calls come from the whole dose curve; as a rule, active = well fitted curve in the direction sought with a large enough effect; inconclusive = small, poorly fitted or top-dose-only effect, or another doubt; inactive = no such curve, though single readings can be large; an effect the other way counts as inactive or inconclusive. Unless noted, % is set by controls: 0 for no effect and ±100 for the full control effect.

Screens in order: HEK cytotox	SNCA viab count	GPT2 inh	FLuc inh	IP6K1 inh	SNCA expr inh	3T3 cytotox
- COCCCn1c(C)cc(C(=O)N2CCCC(CO)CCNC(=O)CC2)c1C (stereo not given)
→ -0.1%	5.7%	i	5.2%	-10.1	-7.4%	-6.3%
- O=C(Cn1nc2c(cc1=O)CCCC2)NCC1CCCO1 (stereo not given)
→ ?	3.6%	3.5%	-8.0%	-11.6	43.3%[activator]	-21.4%
- CCCN1CCCC2(Cc3ccccc3CN(C(=O)c3c(C)noc3C)C2)C1 (stereo not given)
→ -25.0%	8.9%	i	nt	10.1	-5.9%	-8.5%
- O=C(c1nc2cccnc2n(Cc2ccccc2)c1=O)N1CCN(Cc2ccccc2)CC1
→ ?	-15.2%	-2.7%	nt	6.0	-29.9%	-31.8%
- CCCCN(CC)C(=O)Cn1ccn2nc3c(c2c1=O)CCCC3
→ -21.3%	-3.4%	?	1.4%	12.1	15.1%	-7.0%
- CCOc1ccc(CC(=O)Nc2c(C(=O)c3ccc(F)cc3)oc3ccc(Cl)cc23)cc1OCC
→ nt	-0.2%	nt	nt	-1.5	5.3%	nt
- CCOC(=O)Cn1c(=O)n(CC2CCCO2)c2nc(-c3c(F)cccc3Cl)nc(C(N)=O)c21 (stereo not given)
→ nt	-8.4%	nt	nt	-5.0	-8.7%	nt
- CN1CCN(c2cc(=O)c3ccnc(Nc4ccc(F)c(Cl)c4)c3o2)CC1
→ ?	3.9%[87.6 µM]	i	-2.5%[172 µM]	-1.3	?	100µM*
- C=C1/C(=C/C=C2\CCC[C@@]3(C)C2CCC3[C@H](C)/C=C/[C@@H](O)C2CC2)C[C@@H](O)C[C@@H]1O (stereo not given in full)
→ nt	-9.7%	i	nt	-2.1	nt	nt
- N#Cc1ccc(-c2cccs2)nc1SCc1ccc(Cl)cc1Cl
→ nt	4.4%	nt	nt	-3.2	3.1%	nt
- CNC(=O)CSc1cn(CC(=O)N2CCCCCC2)c2ccccc12
→ nt	-18.7%	nt	nt	7.1	-15.7%	nt
- C[C@]1(CO)[C@H]2Cc3sc(NC(=O)c4ccco4)nc3[C@@H](CC(=O)NCCN3CCOCC3)[C@]2(C)CC[C@H]1O
→ i	-2.6%	i	-6.0%	1.7	3.1%	-0.7%
- COc1ccc(OCC2CN(Cc3cccs3)[S+](=O)([O-])c3cccnc3O2)cc1 (stereo not given)
→ ?	-2.0%[23.9 µM]	2.3%[27.3 µM]	nt	7.7	14.3%[25.6 µM]	?
- Cc1ccc(S(=O)(=O)NC[C@H]2OC[C@@H](NCc3nccn3C)[C@@H]2O)cc1
→ 1.5%[172 µM]	-6.1%[87.6 µM]	-10.2%[88.5 µM]	-18.2%[172 µM]	20.0	11.6%[87.6 µM]	1.0%[174 µM]
- Cc1ccc(-c2nc(NC(=O)CSc3ccc4ccccc4n3)ns2)cc1
→ nt	3.0%	nt	nt	15.2	5.1%	nt
- O=C(c1nc2cccnc2n(C2CCCC2)c1=O)N1CCOCC1
→ -3.5%	8.9%	-1.3%	nt	19.5	31.7%[activator]	-18.8%
- Cc1ccccc1OCC(=O)NCc1nnc2c(-c3nc(C4CC4)no3)cccn12
→ i	-1.5%	i	8.0%	-1.8	-2.1%	-8.0%
- COc1ccc(-c2cc(C(F)(F)F)n3nc(C(=O)Nc4sc5c(c4C(=O)OC(C)C)CCC(C)C5)cc3n2)cc1 (stereo not given)
→ nt	21.3%	nt	nt	-14.2	28.7%	nt
- COC(=O)[C@@H]1Cc2c([nH]c3ccccc23)[C@H]2C[C@@H](NCCc3cnc[nH]3)C[C@@H](c3cccc(Cl)c3)N21
→ 28.2µM*	-11.1%	-4.0%	8.4%	-7.1	-12.6%	?
- Cc1ccccc1Cn1c2ccccc2c2cnn(CC(=O)NCc3cccc(Cl)c3)c(=O)c21
→ nt	-4.3%	nt	nt	-4.8	-4.1%	nt

The closing 2 entries of the section above lead into the next.
Screens in order: HEK cytotox	SNCA viab count	GPT2 inh	FLuc inh	IP6K1 inh	SNCA expr inh	3T3 cytotox
- COC(=O)[C@@H]1Cc2c([nH]c3ccccc23)[C@H]2C[C@@H](NCCc3cnc[nH]3)C[C@@H](c3cccc(Cl)c3)N21
→ 28.2µM*	-11.1%	-4.0%	8.4%	-7.1	-12.6%	?
- Cc1ccccc1Cn1c2ccccc2c2cnn(CC(=O)NCc3cccc(Cl)c3)c(=O)c21
→ nt	-4.3%	nt	nt	-4.8	-4.1%	nt
- COc1ccccc1N1CCN(S(=O)(=O)c2ccc(F)c(C(=O)Nc3ccc(C)c(F)c3)c2)CC1
→ nt	0.0%	nt	nt	-28.1*	-14.1%	nt
- Cc1cc(C)cc(NC(=O)[C@H]2O[C@@H]3OC(C)(C)O[C@@H]3[C@H]3OC(C)(C)O[C@H]32)c1
→ nt	5.4%	nt	nt	-9.4	-18.0%	nt
- CCOc1ccccc1-n1c(Cc2ccc(O)cc2)n[nH]c1=O
→ 0.6%	-0.7%	?	5.4%	14.0	14.1%	-4.7%
- N=C(N)c1ccccc1
→ nt	6.8%	-1.4%	nt	nt	-10.6%	nt
- COCc1nc2nc(-c3ccccc3)c(-c3ccc([S+](C)(=O)[O-])cc3)cc2n1C
→ i	4.8%[87.6 µM]	-1.9%[88.5 µM]	-12.2%[172 µM]	8.8	-3.2%[87.6 µM]	89.1µM*
- O=C(c1ccccc1Cl)N1CCC(C(=O)N2CCC(c3nc4ncccc4[nH]3)CC2)CC1
→ i	13.0%	i	nt	-2.1	-14.6%	1.8%
- COc1ccc(Cl)cc1NC(=O)Cn1c(=O)n(Cc2cccs2)c(=O)c2cccnc21
→ nt	-4.8%	nt	nt	23.6	-10.7%	nt
- CCOC(=O)c1sc(NC(=O)C2c3ccccc3Oc3ccccc32)c(C(=O)OCC)c1C
→ nt	6.3%	nt	nt	0.5	-12.1%	nt
- N#Cc1cccnc1N1CCCC(CO)(Cc2ccc(F)cc2F)C1 (stereo not given)
→ ?	-2.9%	1.4%	4.9%	6.5	-2.7%	?
- COc1ncccc1-c1ncc2c(n1)OCCN(c1cccc(C(F)(F)F)c1)C2=O
→ -16.4%[172 µM]	-7.0%[87.6 µM]	-9.2%[88.5 µM]	4.9%[172 µM]	-9.6	1.2%[87.6 µM]	25.1µM*
- CCOc1ccccc1CNC(=O)CCn1ccc2cc(S(=O)(=O)N3CCC(C)CC3)ccc21
→ nt	-5.3%	nt	nt	19.0	-25.3%	nt
- Cc1sc2c(c1C)c(=O)n(CCc1ccccc1)c(=O)n2Cc1ccc(C(C)(C)C)cc1
→ nt	5.2%	nt	nt	19.0	-14.4%	nt
- O=C(CN1CCOCC1)N1CCC(N2C(=O)C3(CCCCC3)C2c2ccccc2)CC1 (stereo not given)
→ i	1.1%[12.5 µM]	i	4.6%	-7.5	?	i
- Cc1ccc(C)c(CNC(=O)c2sc3ncnc(N(C)C4CCCCC4)c3c2C)c1
→ nt	2.6%	nt	nt	-10.4	-17.1%	nt
- CCN(C(=O)C(Cc1ccccc1)NS(=O)(=O)c1cccc2nsnc12)c1ccccc1 (stereo not given)
→ nt	-15.2%	nt	nt	-14.2	3.1%	nt
- CCCCn1c(C(C)NC(=O)OCc2ccccc2)nc2cccnc21 (stereo not given)
→ -20.5%&4.2%	1.6%&-20.0%	-18.0%	-3.6%	0.0&2.7	9.3%&-7.1%	-4.6%&1.1%
- O=S(=O)(c1ccccc1)c1nnn2c1nc(N1CCN(c3ccccc3)CC1)c1cc(Cl)ccc12
→ nt	9.2%	nt	nt	-5.7	13.0%	nt
- CC1(COc2ccccc2)COc2ccc(C(=O)Nc3ccccc3)cc2N1 (stereo not given)
→ 70.8µM*	-6.3%[87.6 µM]	-12.8%[88.5 µM]	-25.2%[172 µM]	15.5	81.7%[activator][87.6 µM]	?
- Cc1ccc(CC(=O)N2CCC(n3cc(-c4nc(C)no4)nn3)CC2)cc1
→ -14.2%	-12.4%	i	-2.8%	3.5	-19.6%	-25.6%
- CCOC(=O)c1ccc(NC(=O)Cn2nc3n(c2=O)CCCC3)cc1
→ -9.6%	2.7%	4.1%	-9.9%	-5.1	-9.5%	-11.6%

Screens in order: HEK cytotox	SNCA viab count	GPT2 inh	FLuc inh	IP6K1 inh	SNCA expr inh	3T3 cytotox
- CCn1nccc1C(=O)N1c2ccccc2CC1c1nnc(C2CC2)o1 (stereo not given)
→ -3.7%	-12.1%	i	-2.6%	-7.7	6.0%	1.0%
- C[S+](=O)([O-])Nc1cccc(Nc2cnc3ccc(-c4ccc(F)cc4)nn23)c1
→ 79.4µM*	-5.6%[87.6 µM]	?	?	8.4	6.0%[87.6 µM]	?
- COc1ccccc1-c1ccc(C(=O)N2CCC(NC(=O)NC3CCCC3)CC2)cc1
→ ?	4.8%[12.5 µM]	-6.1%	nt	-3.8	-3.5%	?
- CCOC(=O)C1CCN(C(=O)c2ccc3nc(-c4cccnc4)oc3c2)CC1
→ -7.3%	7.2%	2.3%	nt	-20.9	11.8%	1.0%
- COc1ccc(CCNC(=O)c2ccc(N3CC4CC(C3)[C@H]3CCCC(=O)N3C4)nc2)cc1OC (stereo not given in full)
→ -21.6%	7.1%	1.0%	-4.7%	14.9	3.4%	-8.8%
- CCN(CC)C(=O)Cn1c(=O)n(CCCCCC(=O)NCc2ccccc2Cl)c(=O)c2sccc21
→ nt	-2.0%	nt	nt	-1.0	?	nt
- COc1ccccc1C(=O)N1CCC2(CC1)CN[S+](=O)([O-])c1ccccc1N2
→ -10.9%	7.8%	4.8%	-0.1%	13.9	24.6%	i
- Cc1onc(-c2ccccc2)c1C(=O)NC1CCOC2(CCOCC2)C1 (stereo not given)
→ -18.6%	2.3%	0.9%	10.8%	13.6	40.4%[activator]	-21.1%
- Cn1nc(C2CC2)cc1NC(=O)c1ccc(F)cc1
→ i	-4.7%[87.6 µM]	i	nt	-0.7	90.9%[activator][87.6 µM]	2.2%[138 µM]
- CO[C@H]1C(=O)N(C2CCN(C(=O)c3cccc4[nH]ccc34)CC2)[C@H]1c1ccncc1
→ i	-1.0%	i	4.3%	25.4	7.6%	-13.6%
- COc1ncccc1-c1nc(N2CCOCC2)cc2c1CN(CC(F)(F)F)C2=O
→ ?	-10.7%[87.6 µM]	-12.2%[88.5 µM]	-1.6%[172 µM]	16.3	12.2%[87.6 µM]	?
- COc1ccc(OCc2nc(C(=O)N3CCC4(CCCN(C)C4=O)C3)co2)cc1 (stereo not given)
→ -22.6%	-5.4%	i	?	1.2	-8.4%	?
- CC1CCC2(CC1)NC(=O)N(CC(=O)NCCc1ccc(Cl)cc1)C2=O (stereo not given)
→ -16.7%	-7.6%	-16.2%	7.3%	10.6	3.7%	-18.8%
- CCN1CCN(Cc2nc3cc(NC(=O)c4cc(OC)c(OC)c(OC)c4)ccc3n2CC)CC1
→ nt	-19.6%	nt	nt	-10.4	47.6%[activator]	nt
- CN(C(=O)CSc1nc2ccc(NC(=O)c3ccco3)cc2s1)c1ccccc1
→ nt	?	nt	nt	-6.2	?	nt
- Cc1ccc(C(=O)NC(C(=O)N2CCCC2)C2CCN(C(=O)CC(C)C)CC2)cc1 (stereo not given)
→ -28.9%	-5.3%	i	-4.2%	-1.7	-0.9%	?

Screening data (PubChem BioAssay)

These rows are one share of the data. The share of hits here may be higher or lower than overall.
